Screens deposited in PubChem BioAssay by Broad Institute.
XiGFP reactiv = reactivates the inactive X chromosome in mouse fibroblasts; XiGFP mouse fibroblasts, % GFP-positive cells imaging, 3 d; cells co-treated with 5-aza-dC sensitizer; scaled so ellipticine positive control = 100%; 360,000 tested, 0.055% active; activation, % at 7.58 µM;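 active = mean normalized replicate activation at least 10% and every replicate at or above 10%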;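 also: 0% = median of on-plate neutral control wells and 100% = ellipticine 6 µM median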
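System: XiGFP fibroblasts, SV40-immortalized. Medium: DMEM plus 5-aza-dC sensitizer. Doses: single point. Timing: 3 d treatment, 15 min room-temperature fixation. Control set: ellipticine 6 µM.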
esBAF inh = SWI/SNF esBAF complex inhibition; mouse ES cells, Bmi1-luciferase knock-in reporter, 24 h; 100% = twice the neutral-well signal; reporter increase, % at 12.5 µM; 350,000 tested, 2% active; in the data active = activation above about 40%;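 also: 0% = median of the plate's neutral control wells and 100% = double that signal; a rise in the Bmi1 reporter signal indicates esBAF inhibition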
INS-1E GSIS act = GLuc luminescence reporter in INS-1E cells, primary screen for activators of glucose-dependent secretion of insulin | INS-1E GLuc reporter insulin secretion, 2-3 h | activation, % at 16.6 µM | 370,000 tested, 0.61% active | AID 743287;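 active = lowest replicate activation of at least 40%, so every replicate reaches that level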;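 also: 0% = median of neutral control wells and 100% = median of IBMX positive control wells; some compounds called inactive have numbers as strong as hits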
RAD52 anneal inh = blocks human RAD52 DNA annealing | P43351 | recombinant RAD52 DNA annealing, FRET fluorescence | inhibition, % at 18.7 µM | 360,000 tested, 0.46% active;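 active = every replicate showing at least 50% inhibition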
ARNT-TACC3 inh = ARNT/TACC3 interaction disruption; AID 623870; inhibition, % at 9.99 µM; Q9Y6A5; 390,000 tested, 0.66% active; AlphaScreen His-ARNT PAS-B/GST-TACC3 binding, luminescence; TACC3 fragment carries E629A point mutation;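 active = mean inhibition of replicates at least 50% and at least half of replicates each reaching 50%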;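 also: 0% = complete ARNT plus TACC3 wells and 100% = ARNT alone without TACC3; many hits fall short of the cut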
F508del corr = CFTR F508del correction in bronchial cells | CFBE cells, YFP halide quenching; stimulated with forskolin plus potentiator P3; % fluorescence drop versus neutral controls | activity (quench increase), % at 7.58 µM | 350,000 tested, 0.36% active;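 active = mean added fluorescence quench of at least 8% versus neutral control, with both replicates also reaching 8%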;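 also: cells transiently co-express mutant CFTR-F508del with the halide-sensitive YFP; corrector assay measuring rescue of mutant channel to the surface after 24 h compound exposure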
RAD54 branch = inhibitors of human RAD54 branch migration; Q92698; RAD54 Holliday junction branch migration, FAM/BHQ fluorescence; inhibition, % at 10.4 µM; 360,000 tested, 0.14% active; AID 602329;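 active = mean normalized replicate activity at least 40 and at least half of replicates scoring 40 or more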;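 also: 0% = median of neutral control wells and 100% = median of positive control wells; inhibitors cause a drop in the FAM fluorescence signal; in these data hits start at about 50%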
Target sequence (Q92698 whole entry, looked up): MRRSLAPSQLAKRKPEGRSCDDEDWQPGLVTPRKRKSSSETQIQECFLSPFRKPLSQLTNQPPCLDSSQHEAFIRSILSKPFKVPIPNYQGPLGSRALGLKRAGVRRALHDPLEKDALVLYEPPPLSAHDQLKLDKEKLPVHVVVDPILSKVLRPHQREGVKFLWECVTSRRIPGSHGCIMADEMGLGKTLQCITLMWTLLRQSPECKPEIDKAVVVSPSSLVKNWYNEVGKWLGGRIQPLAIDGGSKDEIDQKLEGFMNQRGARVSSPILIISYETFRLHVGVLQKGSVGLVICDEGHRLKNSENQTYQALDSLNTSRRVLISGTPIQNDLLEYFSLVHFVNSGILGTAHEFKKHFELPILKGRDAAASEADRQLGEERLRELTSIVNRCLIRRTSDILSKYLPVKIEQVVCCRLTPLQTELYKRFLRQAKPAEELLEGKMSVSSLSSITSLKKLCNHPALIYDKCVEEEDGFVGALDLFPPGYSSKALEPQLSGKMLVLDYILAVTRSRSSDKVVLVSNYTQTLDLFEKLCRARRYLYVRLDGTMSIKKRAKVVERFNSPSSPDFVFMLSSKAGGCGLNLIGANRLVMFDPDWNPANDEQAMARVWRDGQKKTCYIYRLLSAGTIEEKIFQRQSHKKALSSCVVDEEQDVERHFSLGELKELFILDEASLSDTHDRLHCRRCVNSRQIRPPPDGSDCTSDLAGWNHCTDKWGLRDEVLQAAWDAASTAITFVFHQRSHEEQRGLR
ERAP1 HTS inh = blocks human ERAP1 aminopeptidase activity; Q9NZ08; recombinant ERAP1, Leu-AMC fluorescence, 60 min; inhibition, % at 10.7 µM; 340,000 tested, 0.15% active;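 active = mean replicate inhibition of at least 30%, or all replicates individually reaching that 30% level; inactive = mean below 30% and not every replicate reaching it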;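 also: 0% = neutral control wells and 100% = L-leucinethiol positive control wells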
An asterisk follows results filed as active; x = no result given; & = joins results of further samples. The order is random; 3.3% or so of the library scored in one or more.

| SMILES | XiGFP reactiv | esBAF inh | INS-1E GSIS act | RAD52 anneal inh | ARNT-TACC3 inh | F508del corr | RAD54 branch | ERAP1 HTS inh |
| --- | --- | --- | --- | --- | --- | --- | --- | --- |
| Cc1ccc(S(=O)(=O)N2CCN(C(=O)c3ccc(N4CCCCC4)c([N+](=O)[O-])c3)CC2)cc1 | 0.7 | 0 | -18 | -14 | 3 | -0.2 | 7 | 2 |
| CCOc1ccc(/C=C2\SC(=S)N(C)C2=O)cc1OC | 0.2 | x | 5 | -14 | x | -33 | 2 | -4 |
| O=C(NCCN1CCN(c2ccc([N+](=O)[O-])cc2)CC1)NCc1ccccc1 | 0.1 | -3 | -11 | 0 | 8 | 1.6 | -22 | -1 |
| Cn1c(N)c(C(=O)COC(=O)c2cc(S(=O)(=O)N3CCCCC3)ccc2Cl)c(=O)n(C)c1=O | 0.3 | x | 19 | -17 | -1 | 0.5 | x | -1 |
| Cc1ccc(CNC(=O)C(=O)NCCC2=CCCCC2)cc1 | 0.3 | x | 10 | -9 | -4 | x | x | 17 |
| Cc1cccc(C(=O)NCC(=O)N(C)Cc2nc3ccccc3c(=O)[nH]2)c1 | -1.0 | 0 | 16 | -14 | 0 | 0.4 | -22 | 1 |
| Cn1cccc1Cc1nnc(SCC(=O)N2CCOCC2)n1CCc1ccccc1 | -0.1 | -3 | -1 | -12 | -1 | 4.8 | -8 | -1 |
| C[C@H](CO)N1C[C@H](C)[C@H](CN(C)S(=O)(=O)c2ccccc2)Oc2c(NC(=O)C3CCCCC3)cccc2C1=O | 0.3 | 1 | -7 | 14 | x | -2.2 | -17 | 4 |
| O=C(CNS(=O)(=O)c1ccc(Br)cc1)NCc1ccncc1 | 0.0 | 3 | 2 | -15 | -2 | -0.7 | -5 | -1 |
| C[C@@H]1CN([C@@H](C)CO)C(=O)Cc2cc(NC(=O)CCN3CCOCC3)ccc2O[C@@H]1CN(C)S(=O)(=O)c1cccs1 | 0.1 | -9 | 12 | 7 | x | 0.3 | -11 | -2 |
| O=C(C[C@H]1C(=O)N(C2CCCCC2)C[C@@H]1Cc1ccccc1)Nc1ccccc1 | -0.3 | 2 | 4 | -4 | -1 | 2.7 | 2 | x |
| CCOC(=O)[C@]12CCCC=C1N(CCC1=CCCCC1)C(=O)[C@H](CC(=O)N1CCC(c3ccccc3)CC1)C2 | -0.1 | x | -25 | -15 | x | 0.8 | x | x |
| C=CCNc1nc(NCCOC)c2sc(-c3ccccc3)cc2n1 | 0.1 | 9 | -16 | 4 | x | 4.8 | -2 | -1 |
| O=[N+]([O-])c1cccc(C2(O)COc3ccccc3O2)c1 (centres undefined) | -0.1 | -11 | -5 | -9 | 4 | -0.3 | -1 | -1 |
| CCOC(=O)c1ccc(NC(=S)NC(=O)C2CCCC2)cc1 | 0.3 | 5 | 8 | -10 | -23 | 0.5 | -4 | -2 |
| Cc1ccc(-n2ncc(-c3nn[nH]n3)c2N)cc1 | 0.0 | x | x | -15 | -4 | -0.4 | 3 | 1 |
| CCCC(=O)Nc1ccc2c(c1)C(=O)N(C)C[C@@H](OC)[C@H](C)CN(Cc1cccc(F)c1)[C@H](C)CO2 | 0.3 | 0 | 9 | -6 | -1 | 2.8 | 2 | -1 |
| Cc1cccc(Cn2c(CN3CCN(Cc4ccccc4)CC3)nc3c2c(=O)[nH]c(=O)n3C)c1 | -0.1 | 3 | 5 | -12 | -11 | 1.4 | -13 | -3 |
| C[C@@H]1CN([C@@H](C)CO)C(=O)c2cc(-c3ccc(F)cc3)cnc2O[C@@H]1CN(C)Cc1cccnc1 | -0.7 | 2 | 38 | 12 | -3 | 0.8 | -5 | 3 |
| COc1ccc(NC(=O)[C@@H]2O[C@H](CO)[C@H](O)[C@H](O)[C@H]2O)cc1F | 0.2 | -4 | 2 | -14 | x | -1.2 | 3 | -1 |
| CCOC(=O)c1c(NC(=O)CSc2cccc[n+]2[O-])sc(C(=O)Nc2ccccc2)c1C | 0.3 | x | 10 | -22 | -6 | -0.6 | x | -2 |
| C[C@H](CO)N1C[C@H](C)[C@H](CN(C)C(=O)C2CC2)OCc2ccccc2-c2c(n(C)c3ccccc23)C1=O | 0.2 | 3 | -1 | 1 | 6 | -2.1 | -10 | 0 |
| COc1ccccc1C(=O)Nc1ccc2c(c1)OC[C@H](C)N(C)C[C@@H](C)[C@H](OC)CN(C)C2=O | -0.4 | 14 | 5 | 5 | -3 | 0.8 | 5 | 2 |
| COC(=O)c1ccc(NC(=O)c2cc[n+]([O-])cc2)cc1 | 0.3 | -4 | 3 | -3 | 2 | 0.4 | -9 | -1 |
| CCN(CC)CCCNC(=S)N(Cc1cccs1)Cc1cc2cc3c(cc2[nH]c1=O)OCCO3 | 0.0 | -4 | 15 | 24 | -4 | 1.8 | 5 | 7 |
| CC1(C(=O)Nc2cccc(Oc3ccccc3)c2)Cc2c(-c3ccccc3)ccnc2O1 (centres undefined) | 0.0 | -7 | 0 | -8 | x | 1.4 | -5 | 1 |
| CC1(C(=O)NS(=O)(=O)Cc2ccccc2)CCN1C(=O)C1(c2ccc(Cl)cc2)CC1 (centres undefined) | -0.2 | 2 | 0 | -26 | x | 1.3 | 7 | 1 |
| CCOC(=O)c1ccc(-n2ccnc2)c(NC(=O)c2cccc(Br)c2)c1 | 0.0 | -12 | -1 | -20 | -7 | 1.3 | 8 | 0 |
| C[C@@H]1CCCCO[C@@H](CN(C)C(=O)C2CCCCC2)[C@H](C)CN([C@H](C)CO)C(=O)c2cc(NS(=O)(=O)c3ccc(F)cc3)ccc2O1 | 0.2 | 2 | -31 | 15 | -1 | 0.4 | -5 | 0 |
| Cc1ccccc1S(=O)(=O)N1CC(=O)N2[C@@H](CO)[C@@H](c3ccc(C#Cc4ccccc4)cc3)[C@@H]2C1 | 0.2 | x | 16 | -20 | x | 0.0 | x | 0 |

| SMILES | XiGFP reactiv | esBAF inh | INS-1E GSIS act | RAD52 anneal inh | ARNT-TACC3 inh | F508del corr | RAD54 branch | ERAP1 HTS inh |
| --- | --- | --- | --- | --- | --- | --- | --- | --- |
| CC(=O)N1CC2(C1)[C@H](c1ccccc1)[C@H](CO)N2CC1CCOCC1 | 0.1 | x | 1 | -4 | x | -2.8 | x | 0 |
| O=C(NC[C@H]1[C@H](c2ccccc2)[C@@H](CO)N1C(=O)C1CC1)NC1CCCC1 | 0.2 | -11 | 8 | -33 | -20 | -2.3 | 4 | -4 |
| COc1cccc(C2(O)CCN(C(=O)c3cccs3)CC2)c1 | x | -42 | x | 10 | 25 | x | 2 | -10 |
| C[C@H](CO)N1C[C@H](C)[C@@H](CN(C)C(=O)Nc2ccc(F)cc2)OCCCC[C@H](C)Oc2ccc(NC(=O)Nc3cccc4ccccc34)cc2C1=O | -0.1 | 9 | 26 | 18 | 2 | 1.9 | -3 | 3 |
| CCOc1ccc(/C=N\NC(=O)CC(=O)NCCc2ccccc2)cc1 | 0.1 | -1 | -10 | -1 | -6 | -0.5 | -9 | -1 |
| C[C@@H]1CN([C@H](C)CO)C(=O)CCCn2nncc2CO[C@H]1CN(C)S(C)(=O)=O | 0.9&-0.5 | 0&2 | 3 | -6&10 | -5 | -4.9&-2.5 | 3&-11 | 0&-1 |
| CSCCC(NC(=O)c1ccccc1)C(=O)OCC(=O)NCc1ccco1 (centres undefined) | 0.0 | -9 | -15 | -2 | 0 | 3.9 | -7 | 0 |
| C[C@@H]1CN([C@H](C)CO)C(=O)Cc2cc(NC(=O)Nc3cccc4ccccc34)ccc2O[C@@H]1CN(C)C(=O)Nc1ccccc1 | -0.1 | -1 | 0 | 13 | -13 | 2.0 | 7 | -2 |
| O=C(CN1C(=O)/C(=C/c2cccc(Br)c2)SC1=S)Nc1cccnc1 | 0.0 | -1 | -7 | -76 | -3 | -2.1 | 4 | -2 |
| CC(=O)c1c(O)cc(O)cc1O | x | -2 | -9 | -10 | 1 | -1.0 | -4 | x |
| COc1ccc(NC(=O)Nc2ccc3c(c2)C(=O)N([C@H](C)CO)C[C@@H](C)[C@H](CN(C)CC2CC2)OCCCC[C@H](C)O3)cc1 | -0.1 | x | -14 | 15 | x | -3.3 | x | x |
| COC(=O)c1ccc(C(=O)OC)c(NC(=O)COC(=O)C23CC4CC(CC(O)(C4)C2)C3)c1 | x | -1 | -18 | x | -5 | x | 4 | x |
| COc1ccccc1NCCC(=O)OCC(=O)Nc1ccccc1F | 0.3 | -5 | x | -14 | x | 0.8 | -4 | 0 |
| CC(NC(=O)c1ccc(N)cc1)c1ccccc1 (centres undefined) | 0.3 | -3 | -13 | -2 | 1 | -2.6 | -1 | 1 |
| COc1cccc(-c2cccc(-c3nc(C(=O)N4CCN(C)CC4)cc4c3[C@@H](CCO)N(S(=O)C(C)(C)C)C4)c2)c1 (some centres undefined) | 0.1 | 3 | 10 | -17 | -3 | 0.5 | 2 | 0 |
| CO[C@@H]1CC[C@H]2CCN(C)C(=O)[C@H](C)[C@H](OC)CN(C)C(=O)c3cc(C#N)ccc3OC[C@@H]1O2 | 0.0 | 0 | 23 | 15 | -17 | -0.1 | -7 | -1 |
| O=C(N/N=C/c1c(Cl)cccc1Cl)c1ccccc1F | 0.0 | x | 6 | -8 | -8 | 0.8 | x | -3 |
| Cc1ccc(-c2ccc3c(c2)O[C@H](CN(C)Cc2ccc(C(=O)O)cc2)[C@@H](C)CN([C@@H](C)CO)S3(=O)=O)cc1 | 0.1 | 1 | 9 | 2 | 3 | -1.3 | -4 | -4 |
| CC(C)(C)c1ccc(C(=O)Nc2ccc(C=C(C#N)C#N)cc2)cc1 | 0.0 | x | -8 | x | -12 | x | -1 | x |
| COc1cccc(CN(C)C(=O)CN2C(=O)NC(c3ccccc3)(c3ccccc3)C2=O)c1 | 0.4 | -4 | -42 | -11 | -3 | -1.6 | -1 | 0 |
| CCc1ccc(NC(=O)CNC(=O)[C@@H]2Cc3ccccc3CN2C(=O)OC(C)(C)C)cc1 | 0.1 | 15 | -18 | -12 | 5 | -0.4 | -2 | -4 |
| CCOC(=O)C1=CCN(S(=O)(=O)c2ccc(C)cc2)C1c1ccc(Br)cc1 (centres undefined) | -0.1 | -5 | 2 | -19 | x | -4.2 | 1 | 7 |
| Cc1nnc(SCc2cc([N+](=O)[O-])cc3c2OCOC3)n(N)c1=O | 0.0 | x | x | -8 | x | -2.4 | x | -1 |
